Assay outcomes from PubChem.
APE1 inh = inhibitors of human APE1 endonuclease; recombinant APE1, TAMRA/BHQ-2 abasic DNA cleavage fluorescence; Potency, µM (series often up to 65.8 µM), inactives show at the highest dose activity change, negative = inhibition, actives largely listed as inhibitors; actives 0.35% (n = 350,000); AID 2517;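 note: plate controls were vehicle for no effect and reference inhibitor for full effect; nearly all actives have a fitted effect of over 55% in size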
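Compound pre-exposure to 0.75 nM APE1, 15 min at ambient temperature. Reaction initiated with 50 nM TAMRA/BHQ-2 THF substrate, read immediately in kinetic mode, 525 nm excitation, 598 nm emission.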
BAZ2B block = blocks human BAZ2B; Q9UIF8; AlphaScreen BAZ2B-H3K14Ac peptide displacement; Potency, µM (titrated, usually from 114 µM), for inactives: at the highest dose activity change, negative = inhibition, most hits filed as inhibitors; actives 4.4% (n = 360,000); AID 504333; note: % is set by controls: 0 for no effect and ±100 for the full control effect; nearly all actives have a fitted effect of over 60% in size
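Compounds, titrated to a top concentration of 110 uM, were incubated 30 min at room temperature with preformed BAZ2B/acetyl-K14 H3 peptide complex (50 nM each). Proximity signal was measured by AlphaScreen after 20 min with beads.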
Pol beta inh = inhibitors of human DNA polymerase beta | Potency, µM (highest dose often 114 µM), for inactives: at the highest dose activity change, negative = inhibition, most hits filed as inhibitors | Pol beta primer extension/strand displacement, fluorescence kinetic | P06746 | AID 485314 | actives 1.3% (n = 340,000); note: % is set by controls: 0 for no effect and ±100 for the full control effect
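Kinetic readout of DNA synthesis with strand displacement by Pol beta. Compound and 10 nM enzyme sit 15 min at room temperature; 50 nM substrate starts the reaction, read immediately and at 10 min.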
BLM inh = inhibitors of human Bloom syndrome helicase BLM | Potency, µM (titrated, usually from 56.1 µM), inactives show at the highest dose activity change, negative = inhibition, hits mostly inhibitors | AID 2528 | recombinant BLM DNA unwinding, fluorescence dequenching | actives 0.2% (n = 350,000);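 note: plate controls were vehicle for no effect and no enzyme for full effect; nearly all actives have a fitted effect of over 35% in size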
JMJD2A Tudor inh = inhibitors of human JMJD2A Tudor domain | O75164 | AID 504339 | Potency, µM (titrated, usually from 114 µM), for inactives: top-dose activity change, negative = inhibition, hits mostly inhibitors | AlphaScreen JMJD2A-Tudor / H3K4me3 peptide binding | actives 4.4% (n = 390,000); note: % is set by controls: 0 for no effect and ±100 for the full control effect; nearly all actives have a fitted effect of over 50% in size
POLI inh = DNA polymerase iota (human) inhibition; Q9UNA4; Pol iota fluorescent replication assay, 10 min; Potency, µM (highest dose often 115 µM), without a hit: top-dose activity, negative = inhibition, most hits filed as inhibitors; actives 1% (n = 390,000)
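Fluorescent replication assay read twice, at 0 min and 10 min after adding 50 nM (final) substrate. Enzyme (10 nM) and compounds were first incubated 15 min at room temperature; enzyme-free buffer wells were negative controls.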
POLK inh = inhibitors of human DNA polymerase kappa. Q9UBT6. purified Pol kappa, fluorescent DNA synthesis assay, 10 min. Potency, µM (doses to about 107 µM), for inactives: at the highest dose activity, negative = inhibition, actives largely listed as inhibitors. actives 0.53% (n = 400,000). AID 588579; note: % is set by controls: 0 for no effect and ±100 for the full control effect
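10 nM Pol kappa was preincubated with compounds for 15 min at room temperature. Reaction started with 50 nM (final) substrate. Fluorescence read kinetically at 0 and 10 min.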
Pol eta inh = blocks human DNA polymerase eta activity. actives 1.2% (n = 390,000). Q9Y253. Potency, µM (series often up to 114 µM), without a hit: at the top dose activity change, negative = inhibition, actives largely listed as inhibitors. recombinant Pol eta, fluorescent DNA replication assay. AID 588591; note: % is set by controls: 0 for no effect and ±100 for the full control effect
Target sequence (Q9Y253 whole entry, looked up): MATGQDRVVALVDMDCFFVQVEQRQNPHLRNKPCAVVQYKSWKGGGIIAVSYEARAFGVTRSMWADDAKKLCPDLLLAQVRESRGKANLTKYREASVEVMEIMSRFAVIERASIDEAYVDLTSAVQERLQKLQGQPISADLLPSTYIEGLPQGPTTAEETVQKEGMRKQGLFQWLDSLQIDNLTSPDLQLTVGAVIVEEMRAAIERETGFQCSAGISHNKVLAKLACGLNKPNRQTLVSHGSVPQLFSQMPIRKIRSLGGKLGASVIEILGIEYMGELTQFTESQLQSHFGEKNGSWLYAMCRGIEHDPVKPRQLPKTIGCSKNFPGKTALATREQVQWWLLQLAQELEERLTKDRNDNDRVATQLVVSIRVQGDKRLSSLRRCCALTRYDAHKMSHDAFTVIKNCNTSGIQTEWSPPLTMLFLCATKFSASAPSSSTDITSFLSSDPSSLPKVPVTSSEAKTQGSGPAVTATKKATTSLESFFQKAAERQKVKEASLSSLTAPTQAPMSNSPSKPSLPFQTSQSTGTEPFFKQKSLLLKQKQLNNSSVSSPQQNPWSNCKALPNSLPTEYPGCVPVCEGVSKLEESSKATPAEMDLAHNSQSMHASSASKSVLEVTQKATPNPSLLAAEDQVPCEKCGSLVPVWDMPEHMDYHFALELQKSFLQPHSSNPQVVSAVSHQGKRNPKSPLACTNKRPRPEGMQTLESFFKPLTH
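Fluorescent replication assay: 50 nM final substrate added after a 15 min room-temperature compound preincubation with 10 nM enzyme. Signal taken at 0 min and again at 10 min.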
G9a block = blocks human histone lysine methyltransferase G9a; Q96KQ7; G9a H3K9 monomethylation, AlphaScreen, 2 h; Potency, µM (doses to about 102 µM), for inactives: at the top dose activity, negative = inhibition, hits mostly inhibitors; actives 8.8% (n = 350,000); AID 504332; note: % is set by controls: 0 for no effect and ±100 for the full control effect; nearly all actives have a fitted effect of over 75% in size
Target sequence (Q96KQ7 913-1193 limits assumed): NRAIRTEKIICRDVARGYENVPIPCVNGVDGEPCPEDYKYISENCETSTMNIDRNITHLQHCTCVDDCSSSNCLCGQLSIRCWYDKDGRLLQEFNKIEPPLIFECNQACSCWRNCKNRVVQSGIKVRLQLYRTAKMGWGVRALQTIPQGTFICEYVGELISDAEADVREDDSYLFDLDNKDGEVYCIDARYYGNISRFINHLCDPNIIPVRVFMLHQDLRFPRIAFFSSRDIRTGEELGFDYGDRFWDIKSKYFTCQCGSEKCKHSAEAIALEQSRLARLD
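AlphaScreen read-out: biotin-H3K9 peptide (500 nM) methylation by 20 nM enzyme with 20 uM SAM, 2 h at room temperature after 15 min compound preincubation; anti-monomethyl H3K9 antibody plus donor/acceptor beads, 10 min dark.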
* = called active by the depositor; ? = inconclusive; . = no result given; & = joins results of further samples; [ ] = remark or other dose. Calls come from the whole dose curve; as a rule, active = well fitted curve in the direction sought with a large enough effect; inconclusive = small, poorly fitted or top-dose-only effect, or another doubt; inactive = no such curve, though single readings can be large; an effect the other way counts as inactive or inconclusive. Potency is the fitted concentration of half-maximal effect. The list is partial; the hit share may differ from the screen's.

Under each structure: APE1 inh | BAZ2B block | Pol beta inh | BLM inh | JMJD2A Tudor inh | POLI inh | POLK inh | Pol eta inh | G9a block
1) COc1ccc(N2C(=O)CC(N3CCC(c4nc5ccccc5[nH]4)CC3)C2=O)cc1 (configuration not stated)
 : -2% | 10% | -3% | -4% | 4% | 62%[activator] | -1% | 4% | 8%[12.7 µM]
2) CSc1sc(-c2n[nH]c(=S)n2C)c2c1C=CCC2
 : 15% | ? | ? | -21% | ? | 181%[activator] | -11% | -26% | .
3) O=C(NC(Cc1ccccc1)C(=O)O)/C(=C/c1cccc([N+](=O)[O-])c1)NC(=O)c1cccc(Br)c1 (configuration not stated)
 : 35% | -9% | 2% | -7% | -9% | 51%[activator] | -14% | -7% | 2%
4) Cc1ccc(NC(=O)c2cccc(OCc3c(C)noc3C)c2)cc1S(=O)(=O)Nc1ccccc1Cl
 : ? | -3% | 21% | -2% | -30% | 27% | -16% | -15% | -13%[59 µM]
5) Cc1oc2c(C)c3oc(=O)c(CCC(=O)NCCCN4CCCC4=O)c(C)c3cc2c1C
 : 12% | -10% | -1% | -10% | -17% | -7% | 9% | -5% | 17%
6) CCCCCCC1CC(CCc2nc(=S)[nH][nH]2)C(=O)O1 (configuration not stated)
 : 7% | 0% | -1% | 2% | 32µM* | 32%[activator] | 4% | -4% | 1.6µM*
7) COC(=O)c1ccccc1S(=O)(=O)NC(=O)c1ccccc1
 : 6% | 12% | 27% | -2% | -6% | -10% | -18% | -17% | 12%[59 µM]
8) COc1cccc(-c2cc(C(=O)Nc3cccnc3Cl)no2)c1
 : 2% | 4%&-1% | -12%&4% | -4%&-10% | -10%&-8% | 167%&15%[activator] | 0%&0% | -9%&-11% | -6%
9) C/C(=N\NC(=O)C1CC1)c1ccccc1O
 : -3% | . | 0% | -1% | -7% | 91%[activator] | -14% | 3% | 39%
10) CCOc1ccc(-c2cc(NC(=O)c3c(F)cccc3F)c(C(=O)O)s2)cc1
 : -8% | ? | ? | -5% | ? | ? | -12% | ? | 31%
11) N#CCC(=O)Nc1ccc(C(=O)OCC(=O)Nc2ccccc2Sc2ccccc2)cc1
 : -4% | ? | ? | -8% | -8% | -2% | -12% | -14% | -6%
12) C(#Cc1ccccc1)Cn1nnc2ccccc21
 : 0% | 33% | -8% | -6% | 42%[activator] | 10% | -5% | -6% | 34%[12.7 µM]
13) CC(=O)Nc1ccc(Nc2ncnc3c2cnn3C)cc1
 : . | 1% | 9% | -5% | -19% | -13% | -8%[60.1 µM] | -15% | -10%[59 µM]
14) Cc1ccc(/C=C/C(=O)O)cc1S(=O)(=O)N(C)CCO
 : 0% | 8% | -1% | 6% | -2%[57.1 µM] | -1% | -1% | -11% | -11%
15) COc1ccc(Cc2nc3c4c(ncn3n2)Oc2c(ccc3ccccc23)C4c2ccc(OC)c(OC)c2)cc1 (configuration not stated)
 : 0% | -22% | -22% | -6% | -4% | 13% | 2% | -14% | 12%[59 µM]
16) CC(NC(=O)c1ccc(C#N)cc1)C1CC2CCC1C2 (configuration not stated)
 : -9%[12.4 µM] | 0% | 3% | 0% | -5% | 3% | 3% | -13% | 21%[59 µM]
17) COc1ccccc1NC(=O)C(Cc1ccccc1)NS(=O)(=O)c1ccc2c(c1)CCN2C(C)=O (configuration not stated)
 : . | . | 13% | -9% | -12% | 27% | -11% | -13% | -9%[59 µM]
18) CC(NC(=O)Cc1ccc(S(=O)(=O)N2CCOCC2)s1)c1ccc(Cl)c(Cl)c1 (configuration not stated)
 : 7% | -4% | . | . | -14% | 5% | -10% | -4% | -5%[59 µM]
19) CNC(=S)N1CCN(c2cccc(OC)c2)CC1
 : 0% | -13% | 21% | -5% | -34% | -2% | -5% | -16% | .
20) FC(F)(F)c1cc(-c2ccccc2)nc2cc(-c3ccc(Br)cc3)nn12
 : . | 4% | 5% | -3% | 24% | -2% | 5% | -18% | 19%[59 µM]
21) N#Cc1cccc(-c2ccc3ncnc(NC4CCNCC4)c3c2)c1
 : -3% | . | . | 90%[activator] | . | . | 6%[60.1 µM] | . | 8%[0.501 µM]
22) CCCn1c(N)c(Sc2ccccc2[N+](=O)[O-])c(=O)n(CCC)c1=O
 : 70%[activator] | -1% | 4% | -1% | 11% | 77%[activator] | -10% | -16% | 19%
23) CCN(CC)S(=O)(=O)c1ccc(N2CCCC2)c(NS(=O)(=O)c2cccs2)c1
 : 19% | -16% | -1% | -12% | -17% | -17% | -28% | -14% | 28µM*
24) CCc1nnc(NS(=O)(=O)c2ccc(N=Cc3c(C)[nH]n(-c4ccc(C)c(C)c4)c3=O)cc2)s1
 : 3% | 50µM* | -28% | 0% | -31% | 63%[activator] | -6% | -19% | -49%
25) COc1ccc(C)cc1NC(=O)CSc1ccc(-c2cccnc2)nn1
 : -1% | . | 19% | -1% | -5% | 14% | 8% | -19% | -37%
26) COc1ccc(/C=C2\Sc3ccc(C(=O)N4CCOCC4)cc3N(C)C2=O)cc1
 : 27% | -32% | 38% | -1% | 56µM* | ? | ? | -4% | -23%
27) Cc1cc(NC(=O)c2cc(-c3cccs3)on2)nn1Cc1ccc(Cl)cc1
 : -8% | -26% | -10% | 1% | -4% | 16% | -6% | -10% | -35%
28) CC1=NNC(=O)C1C(c1ccc(Cl)cc1)C(C#N)C#N (configuration not stated)
 : 3% | -13% | -23% | -2% | -21% | 38%[activator] | 3% | -2% | .
29) Cc1ccc(NS(=O)(=O)c2ccc(NC(=O)c3ccccc3C(=O)O)cc2)c(C)c1
 : . | . | . | . | 3% | 24% | 0% | -15% | .
30) CCCCCC(=O)Nc1ccc(N2CCOCC2)c(S(=O)(=O)Nc2ccc(OC)cc2)c1
 : 0% | 9% | . | . | -15% | 50%[activator] | -7% | -17% | 11µM*

Single entries from the results shown:
compound 24 @ BLM inh: 0%
compound 6 @ BLM inh: 2%

(next part)
Under each structure: APE1 inh | BAZ2B block | Pol beta inh | BLM inh | JMJD2A Tudor inh | POLI inh | POLK inh | Pol eta inh | G9a block
31) Cc1ccccc1NC(=O)CSc1nnc(C)c(=O)[nH]1
 : 2% | 10%&-7% | 9%&-6% | -10%&1% | -22%&-6% | 4%&-7% | -13%&-4% | -1%&-15% | 17%
32) COc1ccc(-c2cc(=O)oc3c(C)c(OC(=O)c4cccs4)ccc23)cc1
 : -1% | 13% | 23% | -9% | -3% | -3% | 1%[60.1 µM] | 7% | 3%[59 µM]
33) CC(=O)c1cccc(NC(=O)c2cccn2-c2nnc(N3CCCCC3)s2)c1
 : . | -14% | -27% | -2% | -29% | ? | -15% | -5% | -30%[59 µM]
34) Cc1cc(NC(=O)CSc2nc3ccccc3c(=O)n2C2CCCC2)no1
 : 2% | 1% | -12% | -3% | -10% | -2% | -4% | -17% | -15%
35) COc1ccc(NC(=O)N(C)C[C@H]2Oc3c(NC(=O)c4nc5ccccc5s4)cccc3C(=O)N([C@@H](C)CO)C[C@H]2C)cc1
 : 3% | . | . | . | ? | 16% | -8% | -19% | .
36) Cn1c(Cn2c(=O)sc3ccccc32)nnc1SCC(=O)NCCc1ccccc1
 : -1% | -1% | 41% | -7% | -9% | 8% | -6% | -8% | 0%[59 µM]
37) CCCCN(C)Cc1c(C)[nH]c2ccc(Cl)cc2c1=O
 : 2% | 29% | 29% | 2% | -16% | 36%[activator] | -6%[60.1 µM] | -4% | -2%[59 µM]
38) COc1ccc(NC(=O)C2=CC(c3ccc(OC)cc3)=NS(=O)(=O)N2C)cc1
 : 11% | -38% | -13% | -8% | ? | 7% | -4% | -16% | .
39) C/C(=N\OCc1nc2ccccc2c(=O)n1/N=C/c1cc(C)cc([N+](=O)[O-])c1O)c1ccccc1
 : 0% | 7.9µM* | 8% | -4% | -4% | 7% | -1% | 0% | .
40) O=C(COC(=O)/C=C/c1ccccc1[N+](=O)[O-])NNC(=O)c1ccc(F)cc1
 : 11% | 7% | . | . | -14% | 18% | -7% | -18% | -30%
41) Cc1ccc(-c2c[n+](CC(=O)Nc3nc(-c4ccccc4)cs3)c3n2CCC3)cc1
 : -1% | -32% | 6% | 0% | -24% | 50%[activator] | -1% | -16% | ?
42) CC(C)c1ccc(CNc2nc(-c3ccco3)nn2S(=O)(=O)c2ccc3ccccc3c2)cc1
 : . | ? | -20% | -10% | -30% | 59%[activator] | -25% | -9% | -50%[59 µM]
43) O=C(O)CSC(C(=O)Nc1ccc(Br)cc1)c1ccccc1 (configuration not stated)
 : 3% | ? | -3% | -3% | -15% | 30% | -4% | -1% | -1%
44) COC(=O)c1cn(C(=O)c2ccc(C)cc2C)c2ccccc12
 : 16% | 23% | 31% | -10% | 73%[activator] | ? | -19% | -9% | .
45) CCc1ccc(NC(=O)c2ccc(CNS(=O)(=O)c3ccc4c(c3)C(C)(C)C(=O)N4C)cc2)cc1
 : . | -8% | 2% | -7% | -19% | 21% | -6% | -10% | 0%[59 µM]
46) CCN(CC1CCCN(CCc2cccc(OC)c2)C1)C(=O)c1ccoc1 (configuration not stated)
 : 24% | -18% | 27% | -3% | -19% | 18% | -12% | -5% | 17%
47) N#C/C(=C\c1ccc(-c2ccc(Br)cc2)o1)C(=O)Nc1ccccc1O
 : . | -1% | 33% | -4% | -17% | -9% | -8% | . | -24%[59 µM]
48) CCN1CCN(S(=O)(=O)c2c[nH]c(C(=O)OC)c2)CC1
 : 60%[activator] | 8% | 1% | 3% | -1% | 12% | 12% | -9% | -1%
49) COc1ccccc1NC(=O)c1ccc(Cl)c(S(=O)(=O)N2CCCCC2)c1
 : 42% | -4% | 2% | -5% | -7% | 6% | -20% | -18% | 38%[activator]
50) COc1ccccc1-c1noc2ncnc(Nc3ccccc3C)c12
 : 14% | -25% | 2% | -2% | -9% | -15% | -3% | -15% | ?
51) Cc1ccc(S(=O)(=O)N2CCN(C(=O)c3ccccn3)CC2)c(C)c1
 : -1% | . | -15% | 2% | -9% | 20% | 11% | 0% | -24%
52) O=C(c1ccc(O)cc1)c1ccc(O)cc1O
 : -2% | -27% | -9% | -6% | 2% | 33%[activator] | 3% | -17% | 11%[12.7 µM]
53) Cc1cccc(Cn2c(SCCO)nc3c2c(=O)n(C)c(=O)n3C)c1
 : 1% | -13% | -2% | 0% | 1% | -8% | -7% | -15% | -2%
54) O=C(COc1ccc(/C=N/NC(=O)c2ccc(O)cc2)cc1)Nc1cccc([N+](=O)[O-])c1
 : 1% | -35% | 10µM* | 18µM* | -24% | ? | ? | 14µM* | 28µM*
